TDP1 cell noCPT: qHTS for Inhibitors of human tyrosyl-DNA phosphodiesterase 1 (TDP1): qHTS in cells in absence of CPT; DT40 Tdp1-/- hTDP1 cells, no CPT, ATP luminescence, 48 h; Potency, µM (series often up to 46.2 µM), without a hit: at the top dose activity change, negative = growth inhibition, hits mostly inhibitors; 420,000 compounds, 15% hits; active = well fitted inhibition curve with a large enough effect; inconclusive = small, poorly fitted or top-dose-only effect; also: nearly all actives have a fitted effect of over 55% in size
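Chicken DT40 Tdp1-/- cells stably complemented with human TDP1 were seeded at 400 cells/well with DMSO in place of 20 nM camptothecin. After compound pinning, cells grew at least 48 hr at 37 °C; viability read by CellTiter-Glo luminescence.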
* = called active by the depositor; ? = inconclusive; [ ] = dose if it differs, or a comment. % is scaled to controls: 0 for no effect and ±100 for the full control effect; potency is read from the fitted curve at half-maximal effect. Only part of the results is shown; rates above refer to the full screens.

SMILES	TDP1 cell noCPT
COc1ccc(C(N)c2csc(Nc3ccc(C(=O)NCCCO)cn3)n2)cc1 (centres undefined)	?
CCCOc1ccc(F)cc1-c1cc(C(=O)NCc2cccs2)[nH]n1	7.3µM*
O=S(=O)(Nc1ccc(NS(=O)(=O)c2ccccc2)c2ccccc12)c1ccccc1	?
O=C(Nc1ccc(F)c(Cl)c1)C1Cc2c(-c3cccc(F)c3)ccnc2O1 (centres undefined)	?
Cc1nc(C(F)(F)F)ccc1C(=O)N1CCC(C)(C(=O)NS(=O)(=O)C2CC2)C1 (centres undefined)	-3%
NS(=O)(=O)c1ccc(CCNc2nn3c(-c4cccc(OC(F)(F)F)c4)cnc3s2)cc1	13µM*
Cc1ccc(S(=O)(=O)NCc2ccccc2Br)cc1	?
C=C(NC(=O)C(=C)NC(=O)c1csc(C2=N[C@@H]3c4csc(n4)[C@H]4NC(=O)c5csc(n5)[C@H]([C@](C)(O)[C@@H](C)O)NC(=O)[C@H]5CSC(=N5)C(=CC)NC(=O)C([C@@H](C)O)NC(=O)c5csc(n5)[C@]3(CC2)NC(=O)[C@H](C)NC(=O)C(=C)NC(=O)[C@H](C)NC(=O)C([C@@H](C)CC)NC2C=Cc3c([C@H](C)O)cc(nc3C2O)C(=O)O[C@@H]4C)n1)C(N)=O (some centres undefined)	5.1µM*
CC1(C(=O)NS(=O)(=O)c2ccc3ccccc3c2)CCN1C(=O)Cc1ccc(-c2ccccc2)cc1 (centres undefined)	-17%
CCC(=O)Nc1c(C#N)c2nc3ccccc3nc2n1-c1ccc(C)cc1	-3%
COc1cc(C=CC(=O)c2cc(OC)c(OC)c(OC)c2)cc(OC)c1OC	5.8µM*
O=C(CC(=O)c1cccnc1)c1ccccc1	21µM*
COC(=O)C[C@H]1C=C[C@@H](NC(=O)NC2CCCCC2)[C@@H](CO)O1	-2%
O=C(Nc1ccn(CCCN2CCN(Cc3ccc(F)cc3)CC2)c(=O)n1)OCc1ccccc1	15µM*
NC(=O)Nc1ccc(/C=C/c2ccnc3ccccc23)cc1	13µM*

Reformatted as comma-separated lines: 4 of the compounds above.
SMILES,TDP1 cell noCPT
COc1ccc(C(N)c2csc(Nc3ccc(C(=O)NCCCO)cn3)n2)cc1 (centres undefined),?
CCCOc1ccc(F)cc1-c1cc(C(=O)NCc2cccs2)[nH]n1,7.3µM*
O=S(=O)(Nc1ccc(NS(=O)(=O)c2ccccc2)c2ccccc12)c1ccccc1,?
O=C(Nc1ccc(F)c(Cl)c1)C1Cc2c(-c3cccc(F)c3)ccnc2O1 (centres undefined),?

Further entries.
SMILES	TDP1 cell noCPT
COc1cccc(OCc2ccc(Cn3nc(NC(=O)NCCc4ccc(OC)c(OC)c4)c4ccccc43)cc2)c1	?
O=S(=O)(Nc1ccc(Br)cc1)c1cccc(NS(=O)(=O)c2cccs2)c1	-10%
COc1ccc(S(=O)(=O)NC(=O)C2(C)CCN2C(=O)CC2CC2)cc1 (centres undefined)	1%
O=C(Cc1cccc2ccccc12)NO	-26%
COc1cccc(C(C)(O)c2nc(-c3ccc4ccccc4c3)cs2)c1 (centres undefined)	?
COc1cccc(C(C)(O)c2nc(/C=C/c3ccccc3)cs2)c1 (centres undefined)	18µM*
Cc1ccc(CCN2CC(C(=O)NC3CCC(C)CC3)CC2=O)cc1 (centres undefined)	?
COc1cccc(/C=N/NC(=O)c2nnn(-c3nonc3N)c2CN(C)C2CCCCC2)c1	?
O=S1(=O)CC(N2CCCCC2)CN1C1CCCCC1 (centres undefined)	-7%
COc1ccc(C(CNC(=O)c2cc(S(=O)(=O)Nc3cccc(C)c3)ccc2C)N2CCOCC2)cc1 (centres undefined)	?
CNC(C)[C@@H]1CC[C@@H](N)[C@@H](O[C@H]2[C@H](O)[C@@H](O[C@H]3OC[C@](C)(O)[C@H](NC)[C@H]3O)[C@H](N)C[C@@H]2N)O1 (some centres undefined)	-6%[21.1 µM]
COC(=O)C1=C[C@@H](C(=O)OC)[C@@H]2C3=C(C(=O)[C@]2(C)NC(=O)c2ccccc2)[C@H](C)n2c(=O)n(-c4ccccc4)c(=O)n2[C@@H]3C1	7%
CC(C)=CCC[C@H](C)C[C@@H]1Cc2[nH][nH]c(=O)c2[C@H](c2ccc(F)cc2)O1	21µM*
CC1(C(=O)NS(=O)(=O)c2ccc(C#N)cc2)CCN1C(=O)CC1CC1 (centres undefined)	-8%
O=C(C[C@H]1C(=O)N(CCc2ccccc2)C[C@@H]1Cc1ccccc1)Nc1ccc(Br)cc1	?
CCCCCCCCN1C(=O)[C@H](CC(=O)NCCCCc2ccccc2)C[C@@]2(C(=O)OC)CC(C)(C)CC=C12	21µM*
Cc1cccc(C)c1-n1nnnc1C(c1ccccc1OC(F)(F)F)N1CCN(C/C=C/c2ccccc2)CC1 (centres undefined)	21µM*
Cc1cc(O)c(Sc2ccc(Cl)cc2)c(=O)[nH]1	-10%
C[C@H](CO)N1C[C@H](C)[C@@H](CN(C)S(=O)(=O)c2cccc(F)c2)OCc2cnnn2CCCC1=O	4%
O=S1(=O)CCOC[C@H](c2ccccc2)N1Cc1ccc(Cl)c(Cl)c1	?
CCN1C(=O)CC(SC2CC(=O)N(CC)C2=O)C1=O (centres undefined)	8.2µM*
Cc1noc(C)c1COc1ccccc1C(=O)NCCc1ccc(F)cc1	?
COC1OC2COC(c3ccccc3)OC2C(NC(C)=O)C1OC(C)=O (centres undefined)	-11%
O=C(O)C1=C[C@H](c2ccc3c(c2)OCO3)C[C@H](OCCCCO)O1	-4%
COc1ccc(Cl)cc1S(=O)(=O)NC(C)C(=O)NCCN1CCOCC1 (centres undefined)	-29%
CC(C)CCC(=O)Nc1cc(S(=O)(=O)N2CCOCC2)ccc1N1CCCC1	7%
Cn1ncc(=S)[nH]c1=S	?
Cn1ccc2c(-c3ccc(F)cc3F)cc3c(c21)C1CCC3C1 (centres undefined)	?
Cc1c(C(=O)NCC2CC2)sc(=O)n1Cc1cccc(F)c1	-6%
Cc1cc2c(c(-c3ccc(Cl)cc3)c1)OC(CNC(=O)Cc1c(C)noc1C)C2 (centres undefined)	-18%

Part of the list above in order of count of non-hydrogen atoms, highest first.
SMILES	TDP1 cell noCPT
O=S(=O)(Nc1ccc(NS(=O)(=O)c2ccccc2)c2ccccc12)c1ccccc1	?
O=C(Nc1ccc(F)c(Cl)c1)C1Cc2c(-c3cccc(F)c3)ccnc2O1 (centres undefined)	?
COc1cccc(C(C)(O)c2nc(/C=C/c3ccccc3)cs2)c1 (centres undefined)	18µM*

Next section
SMILES	TDP1 cell noCPT
COc1ccc(CNC(=O)c2cn(Cc3ccc(S(=O)(=O)N(C)C)cc3)c(=O)s2)cc1	?
C=CCNc1nc2cc(-c3ccccc3C)sc2c(=O)n1C	10µM*
CC(=O)N(C)C[C@@H]1Oc2ncc(C#Cc3ccc(F)cc3)cc2C(=O)N([C@@H](C)CO)C[C@H]1C	-21%
COC(=O)c1cc(CNC(=O)c2ccncc2)cc(NC(=O)c2ccccc2Cl)c1	-10%
O=C(NCCSc1ccccc1)c1ccccc1F	-16%
COc1ccc([C@H]2C[C@H](n3cc(COC(=O)c4ccccc4)nn3)[C@@H](O)CN2Cc2cccs2)cc1	18µM*
Cc1ccc(CNC(=O)CC[C@H]2O[C@@H](n3cc(C)c(=O)[nH]c3=O)C[C@@H]2O)o1	6%
COc1cc(C(C)=O)ccc1OCc1cn(CC(=O)c2ccc(O)cc2)nn1	-9%
Cc1cccc(NS(=O)(=O)c2ccc(C)c(C(=O)NC3CCN(Cc4ccccc4)CC3)c2)c1	?
COc1ccc(OC)c(NC(=O)C2(C)CCN2CCc2ccccc2)c1 (centres undefined)	16µM*
NC(c1csc(NC(=O)Nc2cccc(C(F)(F)F)c2)n1)C1CCCCC1 (centres undefined)	21µM*
COC(=O)C1CCCCN1Cc1nc(N2CCCN(C(C)=O)CC2)c2ccccc2n1 (centres undefined)	1%
O=C(c1cnn2c1NC(=C1CC1)C=C2C(F)F)N1CCc2ccccc21	11µM*
COc1ccc(CC(=O)N2CCC(C)(C(=O)NS(=O)(=O)C3CC3)C2)cc1OC (centres undefined)	-12%
COc1ccc(C(C)C)cc1-c1cc(C(=O)NCc2cc(C(F)(F)F)cc(C(F)(F)F)c2)[nH]n1	-23%
CC1CC(C)CN(C(C(=O)NC2CCCCC2)c2cc3ccccc3o2)C1 (centres undefined)	26µM*
Cc1c(Cl)cccc1Nc1n[nH]c(=S)s1	-3%
CCOC(=O)[C@]12CCCC=C1N(Cc1ccc(Cl)cc1Cl)C(=O)[C@H](CC(=O)NCc1ccccc1)C2	?
Cc1c(N)nc(C(CC(N)=O)NCC(N)C(N)=O)nc1C(=O)NC(C(=O)NC(C)C(O)C(C)C(=O)NC(C(=O)NCCc1nc(-c2nc(C(=O)NCCCN[C@@H](C)c3ccccc3)cs2)cs1)C(C)O)C(O[C@@H]1O[C@@H](CO)[C@@H](O)[C@H](O)[C@@H]1O[C@H]1O[C@H](CO)[C@@H](O)[C@H](OC(N)=O)[C@@H]1O)c1cnc[nH]1 (some centres undefined)	1.7µM*
Cc1c(C(=O)NCCN(C)C)n(C)c(=O)c2ccccc12	3%
Cc1ccc(S(=O)(=O)N(C)c2ccc(OCC(=O)OCc3nnc(-c4ccccc4)o3)cc2)cc1	-8%
CC(C)C[C@H]1CN([C@@H](Cc2ccccc2)CN2CCC[C@@H]2CN2C(=O)C(=O)NC[C@@H]2Cc2ccc(O)cc2)C(=O)C(=O)N1CC1CCCCCC1	?
CNC(=O)C[C@H]1C(=O)N(Cc2ccccc2)C[C@@H]1C	-14%
C[C@@H]1CN([C@@H](C)CO)C(=O)CCCn2nncc2CO[C@H]1CN(C)C(=O)Nc1ccc(N2CCCCC2)cc1	3%
O=c1cc(CSc2nc(NCc3ccc(Cl)cc3)c3ccccc3n2)nc2ccc(Cl)cn12	-13%
O=c1[nH]c2cc(Cl)c(Cl)cc2o1	-7%
CS(=O)(=O)N1CCCCC1c1cc(C(=O)Nc2ccccc2Cl)no1 (centres undefined)	-27%
O=C(Nc1nnc(-c2ccco2)o1)c1ccc(Br)s1	?
CCN1C(=O)[C@H]2[C@@H](c3ccc(OC)cc3)N[C@]3(CCCN(Cc4ccc(C)cc4)C3=O)[C@H]2C1=O	?
Cc1ccc(S(=O)(=O)n2cc(CO)c3ccccc32)cc1	?
O=[N+]([O-])c1cnccc1-n1nnc2ccccc21	18µM*
O=C1NC[C@@H](CCCCN2C[C@H](Cc3ccccc3)N(CCc3ccccc3)C(=O)C2=O)N(CCc2ccccc2)C1=O	-20%
CO[C@H]1O[C@@H]2O[C@@]3(C)CC[C@@H]4[C@@H](C)CC[C@@H]([C@H]1C)[C@@]24OO3	0.89µM*
CCCC(=O)c1ccc(OCc2cn(CC(=O)c3ccc(O)cc3)nn2)cc1	-15%
O=C1OC(Cc2ccccc2)(c2ccccc2)c2ccccc21 (centres undefined)	?
COc1c2c(c(OC)c3ccccc13)[C@@]1(OC2)O[C@H](CCO)C[C@H](O)[C@H]1O	1%
O=C(C[N+]1(CC(O)c2ccccc2)CCOCC1)c1ccccc1 (centres undefined)	-12%
Cc1cccc(C)c1NC(=O)C(c1cccc2ccccc12)n1c(=O)c(-c2cc3ccccc3[nH]2)nc2ccccc21 (centres undefined)	9.2µM*
CC(=O)NCCNc1nc(NCC2CC2)nc2cc(-c3ccccc3)sc12	?
CC1=NN(c2ccccc2)C(=O)C1C(=S)SC1CC(=O)NC1=O (centres undefined)	29µM*
CN(CC(=O)Nc1ccc(OC(F)(F)F)cc1)C(=O)c1ccccc1SCC(=O)N1CCCC1	?
COc1ccc([C@H]2CN(c3ccccc3)C(=O)[C@@H]2CC(=O)Nc2ccccc2)cc1	?
Cc1ccc(NC(=O)c2cc(S(=O)(=O)N3CCCCC3)ccc2N2CCOCC2)cc1	?
CCOC(=O)Cn1c(=O)c(-c2ccccc2NCc2ccccc2)nc2ccccc21	-25%
CSc1ncnc2c1ncn2CCCNCc1ccccc1	-14%

Among those listed so far, 2 have a cyano group:
SMILES	TDP1 cell noCPT
CCC(=O)Nc1c(C#N)c2nc3ccccc3nc2n1-c1ccc(C)cc1	-3%
CC1(C(=O)NS(=O)(=O)c2ccc(C#N)cc2)CCN1C(=O)CC1CC1 (centres undefined)	-8%

The list goes on.
SMILES	TDP1 cell noCPT
OC1(c2ccc3c(c2)CN(Cc2ccco2)CCO3)CCN(c2ccccc2F)CC1	?
CC(C)(C)C(=O)c1c(N)[nH]c(C(=O)c2ccccc2)c1-c1ccc(C(F)(F)F)cc1	23µM*
COc1cccc(-c2cnc3c(NC(C)=O)cc(-c4cccc(C(=O)NCCO)c4)cn23)c1	?
O=[N+]([O-])c1cccc(C=NN=C2c3ccccc3-c3ccccc32)c1	-14%
CC(=O)Nc1ccc(C(=O)N2CCCCC2c2cc(C(=O)Nc3ccccc3)no2)cc1 (centres undefined)	-16%
COc1ccc(C(=O)NC(=S)NNC(=O)c2cccc(C)c2)cc1	23µM*
CN(CCCC(=O)O)c1ccc(N=Nc2ccc([N+](=O)[O-])cc2)cc1	?
COc1cc2nc(CC(O)c3nc4cc(OC)c(OC)cc4[nH]3)[nH]c2cc1OC (centres undefined)	6.3µM*
CC(=NNC(N)=O)C1CC2CCC1CC2 (centres undefined)	-5%
CCN(CC)CCOCCn1c(C)ccc1C	?
COc1cc(OC)c(/C=C/c2c3ccccc3cc[n+]2C)c(OC)c1	0.089µM*
COC(=O)C1CCN(C2CN(Cc3ccc(C)cc3)S(=O)(=O)C2)CC1 (centres undefined)	-23%
O=C(NCc1cccnc1)c1cc(C2CCCCN2S(=O)(=O)c2cccc3cccnc23)on1 (centres undefined)	?
COC(=O)[C@@H]1CCCN1C(=O)c1c(OC)cc(=O)n2c1CCN(Cc1cc(OC)ccc1F)CC2	-23%

High-throughput results as filed in PubChem.
